SKKanGAS inh – SKKanGAS growth inhibition | S. pyogenes SKKanGAS, kanamycin growth, BacTiter-Glo, 6 h | inhibition, % at 7.5 µM | hit rate 1.3% among 300,000 | AID 1662;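 active means mean replicate score, as percent of positive control median, at least 50; inconclusive means mean below 50 but one replicate at or above 50; inactive means mean and every replicate below 50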;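 further: strain carries kanamycin resistance gene driven by streptokinase promoter and grows in 40 µg/ml kanamycin; loss of luminescence reflects streptokinase promoter inhibition or plain growth inhibition; 0% = median of DMSO wells and 100% = positive control at its reference dose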
RGS4 act – RGS4 potentiation or activation; HEK293 M3R/inducible RGS4, carbachol calcium flux Fluo4; hits give low values; AID 463111; B-score at 10 µM; hit rate 0.92% among 310,000;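 active means B-score of the integrated calcium signal more than 4 SD below the library mean, with starting fluorescence not abnormally high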;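 further: negative B-score means reduced calcium response which marks RGS4 activation or potentiation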
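Assay system: HEK293 FlpIn-TREx cells, stable M3R, doxycycline-inducible RGS4 / Probe or stimulus: carbachol, ECmax concentration / Times: overnight RGS4 induction, 30 min dye load 37 °C, 20 min compound RT / Signal: kinetic calcium fluorescence imaging with Fluo4-AM dye, 2 µM / Measure: Agonist-evoked peak-minus-minimum fluorescence over baseline, integrated ratio, B score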
RGS4 block – human RGS4 inhibition. HEK293 M3R/RGS4 inducible, Fluo-4 calcium flux; hits give high values; triggered by carbachol at its EC20. P49798. hit rate 0.45% among 310,000. AID 463165. B-score at 10 µM;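 active means B-score, a plate-corrected calcium signal, over three deviations above library mean, with baseline fluorescence within five deviations of library mean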;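 further: RGS4 expression induced by doxycycline in cells with stable M3 receptor; B-score is computed from the integrated fluorescence ratio over baseline after carbachol; higher B-score means a larger calcium signal and so more RGS4 inhibition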
TMEM16A inh – inhibitors of mouse TMEM16A calcium-activated chloride channel; Q8BHY3; normalized B-score (activity score, 25-100; higher = stronger inhibition) at 10 µM; hit rate 1.2% among 310,000; HEK293 TMEM16A/YFP iodide influx fluorescence, ionomycin;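 active means ratio plate-corrected score three or more library SD toward inhibition, starting fluorescence score within five deviations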;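 further: score derived from kinetic fluorescence span divided by baseline fluorescence per well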
Target sequence (Q8BHY3 whole entry, looked up): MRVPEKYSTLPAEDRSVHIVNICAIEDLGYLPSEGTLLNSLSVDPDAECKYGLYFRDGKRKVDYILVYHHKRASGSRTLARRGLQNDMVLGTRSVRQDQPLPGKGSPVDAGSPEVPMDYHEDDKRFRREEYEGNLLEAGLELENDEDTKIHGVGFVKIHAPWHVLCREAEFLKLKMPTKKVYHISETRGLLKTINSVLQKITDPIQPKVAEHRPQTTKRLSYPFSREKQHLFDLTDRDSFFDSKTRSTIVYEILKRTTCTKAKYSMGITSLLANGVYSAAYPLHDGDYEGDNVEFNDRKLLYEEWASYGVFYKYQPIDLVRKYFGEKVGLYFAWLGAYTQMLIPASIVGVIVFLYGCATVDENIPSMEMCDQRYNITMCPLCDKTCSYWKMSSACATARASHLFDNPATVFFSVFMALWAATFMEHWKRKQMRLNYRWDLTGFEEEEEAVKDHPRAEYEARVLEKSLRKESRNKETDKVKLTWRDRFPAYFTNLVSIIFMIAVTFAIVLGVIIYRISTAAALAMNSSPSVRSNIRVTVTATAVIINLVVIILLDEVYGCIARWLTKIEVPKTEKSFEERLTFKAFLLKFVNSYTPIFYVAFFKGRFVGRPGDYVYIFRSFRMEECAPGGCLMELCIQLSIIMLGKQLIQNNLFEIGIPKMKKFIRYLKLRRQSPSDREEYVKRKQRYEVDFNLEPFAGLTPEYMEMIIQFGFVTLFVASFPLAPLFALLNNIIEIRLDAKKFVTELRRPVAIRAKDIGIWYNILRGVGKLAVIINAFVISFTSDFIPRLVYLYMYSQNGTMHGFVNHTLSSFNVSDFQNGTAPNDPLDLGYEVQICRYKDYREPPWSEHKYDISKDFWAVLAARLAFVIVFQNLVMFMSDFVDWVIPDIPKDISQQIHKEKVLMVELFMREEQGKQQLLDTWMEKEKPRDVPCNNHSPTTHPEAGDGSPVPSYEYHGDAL
TRPC6 inhibitor – mouse TRPC6 channel inhibition | Q61143 | HEK293-TRPC6, membrane potential dye, ACh-evoked depolarization; hits give low values | B-score at 10 µM | hit rate 1.1% among 310,000;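 active means B-score under library mean minus 3 SD, initial fluorescence not abnormally high, positive integrated signal ratio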;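 further: B-score derived from integrated fluorescence ratio over the kinetic read; more negative B-score means stronger inhibition of depolarization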
MrgX1 agonist – activates human MrgX1 receptor signaling; Q96LB2; B-score at 10 µM; MrgX1-HEK293 cells, Fluo-4 calcium fluorescence, agonist mode; hits give high values; hit rate 0.44% among 310,000;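 active means calcium response B-score plate-corrected fluorescence ratio at least 3 library SD, with starting fluorescence B-score inside 5 SD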
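Material: HEK293 cells stably expressing human MrgX1 receptor | Quantity: 15,000 cells per well | Times: Cells plated overnight, dye loaded 0.5 h 37 °C, 0.5 h room temperature | Measured by: Kinetic Fluo-4 NW fluorescence of intracellular calcium | Control set: Positive and negative controls per plate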
MrgX1 PAM – human MrgX1 positive allosteric modulation, primary screen | Q96LB2 | MrgX1-HEK293, Fluo-4 calcium flux, FDSS; hits give high values | B-score at 10 µM | hit rate 0.63% among 310,000;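 active means plate-corrected calcium response at least 3 library SD above typical, normal starting fluorescence, not activating the receptor alone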;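 further: compound read alongside a low EC10 to EC30 dose of BAM8-22 agonist; peak minus trough fluorescence over baseline measured at the second addition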
TRPC6 activator – activates the mouse TRPC6 cation channel; Q61143; HEK293-TRPC6 membrane potential dye fluorescence; hits give high values; B-score at 10 µM; hit rate 0.13% among 310,000; AID 2550;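 active means B-score of the integrated fluorescence ratio above library mean plus 3 SD, and starting fluorescence ratio within library mean plus 5 SD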;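 further: higher score means more depolarization so channel activation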
HDAC3 inh – blocks human histone deacetylase 3; O15379; hit rate 0.15% among 320,000; inhibition, % at 8.3 µM; recombinant HDAC3, fluorogenic peptide/trypsin coupled, fluorescence; in the data active means inhibition above about 26%, passing the limit was not always enough; inconclusive means no clear call, values can overlap the other calls
MrgX1 antag – blocks BAM8-22 activation of human MrgX1 receptor. AID 588676. B-score at 10 µM. MRGX1-HEK293 calcium flux, Fluo-4, BAM8-22 antagonism; hits give low values. Q96LB2. hit rate 1.3% among 310,000;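 active means calcium-response B-score plate-corrected more than 3 library SD below zero, starting fluorescence within 5 deviations, no agonist response on first addition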;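 further: peak minus trough fluorescence over baseline after final BAM8-22 challenge near maximal dose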
ANO1 activ – activates or potentiates the mouse TMEM16A chloride channel | hit rate 0.3% among 340,000 | B-score at 10 µM | HEK293 TMEM16A/YFP-H148Q/I152L, iodide quench fluorescence; hits give low values;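 active means fluorescence-ratio B-score plate-corrected deviation score at least 3 library SD below zero, with starting fluorescence score within 5 deviations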;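 further: channel opened by trigger with iodide after compound preincubation; score built on the fluorescence ratio of max minus min over baseline; more negative score means more quench and so TMEM16A activation or potentiation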
* marks the source's active call; other numbers are inactive results. Compounds were not picked by outcome (roughly 6.7% active in at least one column).

For Nc1ccc2c(c1)C/C(=C/c1ccco1)C2=O the results were SKKanGAS inh 11, RGS4 act inactive, RGS4 block inactive, TMEM16A inh inactive, TRPC6 inhibitor inactive, MrgX1 agonist inactive, MrgX1 PAM inactive, TRPC6 activator inactive, HDAC3 inh -7, MrgX1 antag inactive and ANO1 activ inactive.
Screening O=c1oc2cc(OCc3ccc(F)cc3F)ccc2cc1-c1ccccn1 returned SKKanGAS inh -4, RGS4 act inactive, RGS4 block inactive, TMEM16A inh inactive, TRPC6 inhibitor inactive, MrgX1 agonist inactive, MrgX1 PAM inactive, TRPC6 activator inactive, HDAC3 inh -3, MrgX1 antag inactive and ANO1 activ inactive.
Screening Cc1ccsc1C(C(=O)NC(C)(C)C)N(Cc1ccco1)C(=O)c1csnn1 (centres undefined) returned SKKanGAS inh 0, RGS4 act inactive, RGS4 block inactive, TMEM16A inh inactive, TRPC6 inhibitor inactive, MrgX1 agonist inactive, MrgX1 PAM inactive, TRPC6 activator inactive, HDAC3 inh -6, MrgX1 antag inactive and ANO1 activ inactive.
`Cc1cc(C)cc(C(=O)Nc2ccncc2)c1` gave SKKanGAS inh 0, RGS4 act inactive, RGS4 block inactive, TMEM16A inh inactive, TRPC6 inhibitor inactive, MrgX1 agonist inactive, MrgX1 PAM inactive, TRPC6 activator inactive, HDAC3 inh 1, MrgX1 antag inactive and ANO1 activ inactive.
`Cc1c(C#N)c2ccccc2n1CC(=O)NCc1ccccc1` gave SKKanGAS inh -10, RGS4 act inactive, RGS4 block inactive, TMEM16A inh inactive, TRPC6 inhibitor inactive, MrgX1 agonist inactive, MrgX1 PAM inactive, TRPC6 activator inactive, HDAC3 inh 4, MrgX1 antag inactive and ANO1 activ inactive.
`CCOc1ccc(NC(=O)C2CCC(C)(C(=O)O)C2(C)C)cc1` (centres undefined) gave SKKanGAS inh 0, RGS4 act inactive, RGS4 block inactive, TMEM16A inh 25*, TRPC6 inhibitor inactive, MrgX1 agonist inactive, MrgX1 PAM inactive, TRPC6 activator inactive, HDAC3 inh -2, MrgX1 antag inactive and ANO1 activ inactive.
For CCCCn1nc2cc(C(=O)NCCCCc3ccccc3)ccc2c1OCC the results were SKKanGAS inh 1, RGS4 act inactive, RGS4 block inactive, TMEM16A inh inactive, TRPC6 inhibitor inactive, MrgX1 agonist inactive, MrgX1 PAM inactive, TRPC6 activator inactive, HDAC3 inh -5, MrgX1 antag inactive and ANO1 activ inactive.
`Cc1nc(N)sc1-c1csc(Nc2ncccn2)n1` gave SKKanGAS inh -6, RGS4 act inactive, RGS4 block inactive, TRPC6 inhibitor inactive, TRPC6 activator inactive and ANO1 activ inactive.
Cc1onc(-c2c(Cl)cccc2Cl)c1/C(N)=N/OC(=O)C1CC1 was read as SKKanGAS inh -2, RGS4 act inactive, RGS4 block inactive, TMEM16A inh inactive, TRPC6 inhibitor inactive, MrgX1 agonist inactive, MrgX1 PAM inactive, TRPC6 activator inactive, HDAC3 inh 2, MrgX1 antag inactive and ANO1 activ inactive.
For C=C(C)CSc1nncn1/N=C/c1ccc(OC)cc1 the results were SKKanGAS inh -13, RGS4 act inactive, RGS4 block inactive, TMEM16A inh inactive, TRPC6 inhibitor inactive, MrgX1 agonist inactive, MrgX1 PAM inactive, TRPC6 activator inactive, HDAC3 inh 8, MrgX1 antag inactive and ANO1 activ inactive.
For CN(C)S(=O)(=O)N1CCC(Oc2ccc(C(=O)N3CCCCCCC3)cc2)CC1 the results were SKKanGAS inh 3, RGS4 act inactive, RGS4 block inactive, TMEM16A inh inactive, TRPC6 inhibitor inactive, MrgX1 agonist inactive, MrgX1 PAM inactive, TRPC6 activator inactive, HDAC3 inh 2, MrgX1 antag inactive and ANO1 activ inactive.
COc1ccc(S(=O)(=O)N2CCOC2CNC(=O)C(=O)NCc2ccncc2)cc1C (centres undefined) was read as SKKanGAS inh 1, RGS4 act inactive, RGS4 block inactive, TMEM16A inh inactive, TRPC6 inhibitor inactive, MrgX1 agonist inactive, MrgX1 PAM inactive, TRPC6 activator inactive, HDAC3 inh 0, MrgX1 antag inactive and ANO1 activ inactive.
COc1ccccc1NC(=O)CCC(=O)N/N=C(/C)c1ccc(C)cc1 was read as SKKanGAS inh 2, RGS4 act inactive, RGS4 block inactive, TMEM16A inh inactive, TRPC6 inhibitor inactive, MrgX1 agonist inactive, MrgX1 PAM inactive, TRPC6 activator inactive, HDAC3 inh 4, MrgX1 antag inactive and ANO1 activ inactive.
Screening O=S(=O)(c1ccccc1)C1CON(Cc2ccccc2)C1c1ccccc1 (centres undefined) returned SKKanGAS inh 10, RGS4 act inactive, RGS4 block inactive, TMEM16A inh inactive, TRPC6 inhibitor inactive, MrgX1 agonist inactive, MrgX1 PAM inactive, TRPC6 activator inactive, HDAC3 inh 1, MrgX1 antag inactive and ANO1 activ inactive.
For Cc1ccc(OCC(=O)NCCNC(=O)c2cnccn2)cc1 the results were SKKanGAS inh -5, RGS4 act inactive, RGS4 block inactive, TMEM16A inh inactive, TRPC6 inhibitor inactive, MrgX1 agonist inactive, MrgX1 PAM inactive, TRPC6 activator inactive, HDAC3 inh 3, MrgX1 antag inactive and ANO1 activ inactive.
Cc1ccc(NC(=O)CN(C)S(=O)(=O)c2ccc3c(c2)c(=O)n(C)c(=O)n3C)cc1 was read as SKKanGAS inh -2, RGS4 act inactive, RGS4 block inactive, TMEM16A inh inactive, TRPC6 inhibitor inactive, MrgX1 agonist inactive, MrgX1 PAM inactive, TRPC6 activator inactive, HDAC3 inh 1, MrgX1 antag inactive and ANO1 activ inactive.
For Cc1[nH]c2ccc(Br)cc2c(=O)c1CN1CCCCCC1 the results were SKKanGAS inh -8, RGS4 act inactive, RGS4 block inactive, TMEM16A inh inactive, TRPC6 inhibitor inactive, MrgX1 agonist inactive, MrgX1 PAM inactive, TRPC6 activator inactive, HDAC3 inh 0, MrgX1 antag inactive and ANO1 activ inactive.
Screening Cc1ccc(S(=O)(=O)NNc2ccccc2)cc1 returned SKKanGAS inh 2, RGS4 act inactive, RGS4 block inactive, TMEM16A inh inactive, TRPC6 inhibitor inactive, MrgX1 agonist inactive, MrgX1 PAM inactive, TRPC6 activator inactive, HDAC3 inh 7, MrgX1 antag inactive and ANO1 activ inactive.
For Cc1ccc2c(c1)N(Cc1ccc([N+](=O)[O-])cc1)C=NS2(=O)=O the results were SKKanGAS inh 0, RGS4 act inactive, RGS4 block inactive, TMEM16A inh inactive, TRPC6 inhibitor inactive, MrgX1 agonist inactive, MrgX1 PAM inactive, TRPC6 activator inactive, HDAC3 inh -4, MrgX1 antag inactive and ANO1 activ inactive.
`CCOC(=O)C1CCCN(C(=O)c2cccc(S(=O)(=O)N3CCOCC3)c2)C1` (centres undefined) gave SKKanGAS inh 4, RGS4 act inactive, RGS4 block inactive, TMEM16A inh inactive, TRPC6 inhibitor inactive, MrgX1 agonist inactive, MrgX1 PAM inactive, TRPC6 activator inactive, HDAC3 inh 1, MrgX1 antag inactive and ANO1 activ inactive.
`COc1ccc(/C=C2/C(=O)C(C)(C(C)C)CCC2C)cc1` (centres undefined) gave SKKanGAS inh 6, RGS4 act inactive, RGS4 block inactive, TMEM16A inh inactive, TRPC6 inhibitor inactive, MrgX1 agonist inactive, MrgX1 PAM inactive, TRPC6 activator inactive, HDAC3 inh 5, MrgX1 antag inactive and ANO1 activ inactive.
For Cc1[nH]n(C(N)=S)c(=O)c1N=Nc1ccc(Br)cc1 the results were SKKanGAS inh 15, RGS4 act inactive, RGS4 block inactive, TMEM16A inh inactive, TRPC6 inhibitor inactive, MrgX1 agonist inactive, MrgX1 PAM inactive, TRPC6 activator inactive, HDAC3 inh 3, MrgX1 antag inactive and ANO1 activ inactive.
For COc1ccc(S(=O)(=O)N2CCC(C(=O)Oc3c(OC)cccc3OC)CC2)cc1OC the results were SKKanGAS inh -13, RGS4 act inactive, RGS4 block inactive, TMEM16A inh inactive, TRPC6 inhibitor inactive, MrgX1 agonist inactive, MrgX1 PAM inactive, TRPC6 activator inactive, HDAC3 inh 0, MrgX1 antag inactive and ANO1 activ inactive.
For CCOc1ccc(Nc2nc(Cc3nnc(SCC(=O)c4ccc(C)cc4)o3)cs2)cc1 the results were SKKanGAS inh -4, RGS4 act inactive, RGS4 block inactive, TMEM16A inh inactive, TRPC6 inhibitor inactive, MrgX1 agonist inactive, MrgX1 PAM inactive, TRPC6 activator inactive, HDAC3 inh 4, MrgX1 antag inactive and ANO1 activ inactive.
Cc1nc2sc(C(c3ccc(Cl)cc3)N3CCOCC3)c(O)n2n1 (centres undefined) was read as SKKanGAS inh -5, RGS4 act inactive, RGS4 block inactive, TMEM16A inh inactive, TRPC6 inhibitor inactive, MrgX1 agonist inactive, MrgX1 PAM inactive, TRPC6 activator inactive, HDAC3 inh -9, MrgX1 antag inactive and ANO1 activ inactive.
`CCc1nnc(NC(=O)c2ccc(Br)c(S(=O)(=O)N3CCOCC3)c2)s1` gave SKKanGAS inh 6, RGS4 act inactive, RGS4 block inactive, TMEM16A inh inactive, TRPC6 inhibitor inactive, MrgX1 agonist inactive, MrgX1 PAM inactive, TRPC6 activator inactive, HDAC3 inh -2, MrgX1 antag inactive and ANO1 activ inactive.
Screening Cc1ccc(Cn2nnc3c(=O)[nH]c(C4CCN(S(=O)(=O)c5ccc(C)cc5)CC4)nc32)cc1 returned RGS4 act inactive, RGS4 block inactive, TMEM16A inh inactive, TRPC6 inhibitor inactive, MrgX1 agonist inactive, MrgX1 PAM inactive, TRPC6 activator inactive, HDAC3 inh inconclusive, MrgX1 antag inactive and ANO1 activ inactive.
Screening CCOc1ccc(N=Cc2ccc3ccccc3c2)cc1 returned SKKanGAS inh -5, RGS4 act inactive, RGS4 block inactive, TMEM16A inh inactive, TRPC6 inhibitor inactive, MrgX1 agonist inactive, MrgX1 PAM inactive, TRPC6 activator inactive, HDAC3 inh -2, MrgX1 antag inactive and ANO1 activ inactive.
CCS(=O)(=O)N1CCC(C(=O)NCc2ccc3c(c2)OCO3)CC1 was read as SKKanGAS inh 9, RGS4 act inactive, RGS4 block inactive, TMEM16A inh inactive, TRPC6 inhibitor inactive, MrgX1 agonist inactive, MrgX1 PAM inactive, TRPC6 activator inactive, HDAC3 inh -2, MrgX1 antag inactive and ANO1 activ inactive.

Source: PubChem BioAssay
